EBI2 block = EBI2 receptor antagonists, beta-arrestin recruitment, primary screen, cell-based, luminescence, 7a,25-OHC stimulation, uHTS. G-protein coupled receptor 183 (Homo sapiens), P32249. 7a,25-OHC stimulated. inhibition, % at 5 µM. 360,000 compounds, 0.81% hits; in the data active = inhibition above about 38%;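 note: enzyme fragment complementation signal reports receptor beta-arrestin coupling in cells; 0% = agonist plus DMSO wells and 100% = wells without agonist; some results beyond the cut were filed as inactive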
Target sequence (P32249 whole entry, looked up, the tested form may be a part): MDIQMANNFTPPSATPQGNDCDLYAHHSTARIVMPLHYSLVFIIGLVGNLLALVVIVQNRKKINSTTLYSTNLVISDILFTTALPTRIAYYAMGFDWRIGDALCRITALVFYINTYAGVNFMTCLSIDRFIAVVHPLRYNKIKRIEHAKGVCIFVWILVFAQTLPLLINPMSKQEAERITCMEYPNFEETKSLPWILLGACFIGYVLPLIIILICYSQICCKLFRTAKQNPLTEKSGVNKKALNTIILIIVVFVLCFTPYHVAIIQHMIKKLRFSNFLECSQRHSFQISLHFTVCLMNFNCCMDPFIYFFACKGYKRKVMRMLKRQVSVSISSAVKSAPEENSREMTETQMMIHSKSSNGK
UPR CHOP act = activators of apoptotic CHOP UPR arm, primary screen, cell-based, CHO-CHOP luciferase reporter, luminescence, uHTS. UPR activation; percent of tunicamycin response over DMSO baseline. activation, % at 10 µM. 330,000 compounds, 0.34% hits. AID 449763, 2010;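 active = at 10 µM dose, activation of 40% or more, normalized to positive control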;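 note: 100% = tunicamycin at 10 µg/mL and 0% = DMSO alone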
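Material: CHO-CHOP cells, stable luciferase reporter of PERK-eIF2a-CHOP signalling; quantity: 500 reporter cells seeded per well; buffer or medium: F12 medium containing 10% fetal bovine serum; compound: one dose, 10 µM in 0.5% DMSO; incubation: 6 h compound treatment, 37 °C; measured by: Steady-Glo luciferase luminescence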
Jurkat NFkB inh = inhibitors of induced NF-kB luciferase reporter, primary screen, TCR NF-kB activation inhibitor project, cell-based, luminescence, uHTS; 330,000 compounds, 0.53% hits; Jurkat, PMA/ionomycin-induced NF-kB luciferase reporter; AID 435003, 2010; inhibition, % at 4 µM; in the data active = inhibition above about 50%
Mdm2-MdmX inh = inhibitors of human Mdm2-MdmX association, primary screen, cell-based, luminescence, split luciferase, SaOS-2, uHTS. SaOS-2 split-luciferase Mdm2/MdmX complementation. inhibition, % at 8 µM. 330,000 compounds, 3% hits;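 active = inhibition of at least 50% at 8 µM in the primary screen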
697 NFkB inh = inhibitors of PMA/ionomycin-induced NF-kB reporter, 697 cells, primary screen, B-cell NF-kB inhibitor project, cell-based, luminescence, uHTS. 697 B-cell NF-kB luciferase reporter, 16 h. 330,000 compounds, 0.33% hits. inhibition, % at 4 µM. AID 435022, 2010; in the data active = inhibition above about 35%
Gli-Sufu block = Gli-Sufu pathway antagonists, primary screen, luciferase luminescence, Sufu-KO-LIGHT cells, uHTS | 340,000 compounds, 0.74% hits | inhibition, % at 5 µM | Sufu-KO-LIGHT fibroblasts, Gli luciferase reporter luminescence;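 active = inhibition above about 55%, limit read from the data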;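 note: 0% = DMSO-treated cells and 100% = wells with medium but no cells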
CXCR6 inh = CXCR6 receptor inhibitors, primary screen, cell-based, beta-arrestin, luminescence, CHO-K1 PathHunter, 1536-well; C-X-C chemokine receptor type 6 (Homo sapiens), O00574; inhibition, % at 20 µM; 360,000 compounds, 0.36% hits; in the data active = inhibition above about 34%, passing the limit was not always enough;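 note: antagonist mode with CXCL16 agonist at 10 nM final; 0% = 10 nM CXCL16 with DMSO and 100% = unstimulated wells without agonist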
Target sequence (O00574 whole entry, looked up): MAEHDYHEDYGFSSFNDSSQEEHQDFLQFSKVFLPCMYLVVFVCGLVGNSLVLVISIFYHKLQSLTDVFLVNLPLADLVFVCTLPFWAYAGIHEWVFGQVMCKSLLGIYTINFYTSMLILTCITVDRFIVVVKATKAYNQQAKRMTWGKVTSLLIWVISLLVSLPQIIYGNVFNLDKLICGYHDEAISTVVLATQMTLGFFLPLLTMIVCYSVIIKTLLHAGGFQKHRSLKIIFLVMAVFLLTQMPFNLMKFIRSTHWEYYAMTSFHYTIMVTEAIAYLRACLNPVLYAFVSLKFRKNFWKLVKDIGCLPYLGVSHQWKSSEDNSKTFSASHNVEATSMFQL
UPR XBP1 act = activators of adaptive XBP1 UPR arm, primary screen, cell-based, CHO-XBP1 luciferase reporter, luminescence, uHTS. IRE1-XBP1 UPR activation; percent of tunicamycin response, DMSO as zero. activation, % at 20 µM. 330,000 compounds, 0.33% hits. AID 463104, 2010;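 active = versus positive control, 20 µM dose yields 30% or more activation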;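 note: 100% = tunicamycin at 10 µg/mL and 0% = DMSO only wells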
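Assay system: IRE1-XBP1 luciferase reporter CHO line. Input: 1000 cells/well. Buffer or medium: F12 with 10% serum. Doses: 20 µM, 1% DMSO. Times: overnight seeding at 37 °C, 6 h compound treatment at 37 °C. Technique: Steady-Glo luciferase glow luminescence, 10 min after reagent addition.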
CCR6 antag = CCR6 receptor antagonists, primary screen, cell-based, CHO-K1, luminescence, beta-arrestin, uHTS. inhibition, % at 20 µM. CHO-K1 CCR6 PathHunter beta-arrestin, CCL20-stimulated. 340,000 compounds, 0.49% hits. C-C chemokine receptor type 6 (Homo sapiens), P51684. AID 493098, 2011;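 active = compounds whose inhibition of the agonist-driven luminescence signal at 20 µM reaches about 50%, limit read from the data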;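 note: cells stimulated with CCL20 at 14 nM final; plate controls were DMSO with CCL20 for no effect and DMSO without agonist for full effect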
Target sequence (P51684 whole entry, looked up): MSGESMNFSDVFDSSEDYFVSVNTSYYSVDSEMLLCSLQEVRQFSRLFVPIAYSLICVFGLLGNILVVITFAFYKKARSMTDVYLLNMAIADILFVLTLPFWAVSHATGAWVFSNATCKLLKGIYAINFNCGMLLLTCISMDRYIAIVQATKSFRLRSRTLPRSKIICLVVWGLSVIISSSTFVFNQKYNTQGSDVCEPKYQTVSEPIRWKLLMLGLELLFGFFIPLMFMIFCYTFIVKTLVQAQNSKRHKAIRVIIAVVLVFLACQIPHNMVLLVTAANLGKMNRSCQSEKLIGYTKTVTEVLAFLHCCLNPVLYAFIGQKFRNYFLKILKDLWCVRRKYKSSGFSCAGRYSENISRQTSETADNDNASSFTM
* = called active by the depositor.

The first 5 entries as a preview:
Screening COc1ccc(CNC(=O)COC(=O)c2cc3ccccc3cc2O)cc1OC returned EBI2 block -13, UPR CHOP act 2.0, Jurkat NFkB inh 5, Mdm2-MdmX inh -3, 697 NFkB inh -8, Gli-Sufu block -1, CXCR6 inh -23, UPR XBP1 act 1 and CCR6 antag -5.
Screening CCN1C(=O)[C@H]2[C@@H](c3ccc(-c4cccc(Cl)c4)c(OC)c3)N[C@@](Cc3ccccc3)(C(=O)OC)[C@H]2C1=O returned EBI2 block 14, UPR CHOP act 2.6, Jurkat NFkB inh 32, Mdm2-MdmX inh 52*, 697 NFkB inh 4, Gli-Sufu block -7, CXCR6 inh 4, UPR XBP1 act -2 and CCR6 antag 6.
For CC(=O)N1c2ccc(S(=O)(=O)N3c4ccccc4CC3C)cc2CC1C (stereo unspecified) the results were EBI2 block 7, UPR CHOP act -2.1, Jurkat NFkB inh 11, Mdm2-MdmX inh 8, 697 NFkB inh 11, Gli-Sufu block 14, CXCR6 inh -3, UPR XBP1 act -3 and CCR6 antag 22.
For CC(=NNc1ccc([N+](=O)[O-])cn1)c1ccc(N)cc1 the results were EBI2 block 0, Gli-Sufu block -76, CXCR6 inh 14 and CCR6 antag 29.
O=C(NCC(=O)N(Cc1cccs1)C(C(=O)NC1CCCCC1)c1ccncc1)c1ccco1 (stereo unspecified) was read as EBI2 block 3, UPR CHOP act 0.0, Jurkat NFkB inh 3, Mdm2-MdmX inh 6, 697 NFkB inh -1, Gli-Sufu block -10, CXCR6 inh -2, UPR XBP1 act -3 and CCR6 antag 4.

The listing (from the top)
Screening COc1ccc(CNC(=O)COC(=O)c2cc3ccccc3cc2O)cc1OC returned EBI2 block -13, UPR CHOP act 2.0, Jurkat NFkB inh 5, Mdm2-MdmX inh -3, 697 NFkB inh -8, Gli-Sufu block -1, CXCR6 inh -23, UPR XBP1 act 1 and CCR6 antag -5.
Screening CCN1C(=O)[C@H]2[C@@H](c3ccc(-c4cccc(Cl)c4)c(OC)c3)N[C@@](Cc3ccccc3)(C(=O)OC)[C@H]2C1=O returned EBI2 block 14, UPR CHOP act 2.6, Jurkat NFkB inh 32, Mdm2-MdmX inh 52*, 697 NFkB inh 4, Gli-Sufu block -7, CXCR6 inh 4, UPR XBP1 act -2 and CCR6 antag 6.
For CC(=O)N1c2ccc(S(=O)(=O)N3c4ccccc4CC3C)cc2CC1C (stereo unspecified) the results were EBI2 block 7, UPR CHOP act -2.1, Jurkat NFkB inh 11, Mdm2-MdmX inh 8, 697 NFkB inh 11, Gli-Sufu block 14, CXCR6 inh -3, UPR XBP1 act -3 and CCR6 antag 22.
For CC(=NNc1ccc([N+](=O)[O-])cn1)c1ccc(N)cc1 the results were EBI2 block 0, Gli-Sufu block -76, CXCR6 inh 14 and CCR6 antag 29.
O=C(NCC(=O)N(Cc1cccs1)C(C(=O)NC1CCCCC1)c1ccncc1)c1ccco1 (stereo unspecified) was read as EBI2 block 3, UPR CHOP act 0.0, Jurkat NFkB inh 3, Mdm2-MdmX inh 6, 697 NFkB inh -1, Gli-Sufu block -10, CXCR6 inh -2, UPR XBP1 act -3 and CCR6 antag 4.
CCS(=O)(=O)c1ccc(S(=O)(=O)CC)s1 was read as EBI2 block -6, UPR CHOP act 0.6, Jurkat NFkB inh -1, Mdm2-MdmX inh 28, 697 NFkB inh 5, Gli-Sufu block 6, CXCR6 inh 8, UPR XBP1 act -1 and CCR6 antag 12.
Screening C=CCOc1nc2sc(C)c(C)c2c(=O)n1-c1ccccc1 returned EBI2 block -2, UPR CHOP act -0.8, Jurkat NFkB inh -3, Mdm2-MdmX inh 13, 697 NFkB inh 7, Gli-Sufu block -29, CXCR6 inh 0, UPR XBP1 act -4 and CCR6 antag 15.
Screening O=C(Cc1ccc(F)cc1)NCC1CCCO1 (stereo unspecified) returned EBI2 block -5, UPR CHOP act -0.1, Jurkat NFkB inh 1, Mdm2-MdmX inh 9, 697 NFkB inh 6, Gli-Sufu block 1, CXCR6 inh -1, UPR XBP1 act 6 and CCR6 antag -1.
CCc1ccc(-c2nc(SCC(=O)NC3CCCC3)n[nH]2)cc1 was read as EBI2 block -6, UPR CHOP act -1.9, Jurkat NFkB inh 9, Mdm2-MdmX inh 30, 697 NFkB inh -46, Gli-Sufu block 8, CXCR6 inh -4, UPR XBP1 act -2 and CCR6 antag 2.
`CCOC(=O)c1c(NC(=O)COC(=O)CCS(=O)(=O)c2ccc(C)cc2)sc(C)c1C` gave EBI2 block 0, UPR CHOP act -1.6, Jurkat NFkB inh -33, Mdm2-MdmX inh -25, 697 NFkB inh -12, Gli-Sufu block -7, CXCR6 inh 3, UPR XBP1 act -1 and CCR6 antag -5.
For CCOCc1nnc(NC(=O)COC)s1 the results were EBI2 block -9, UPR CHOP act -0.6, Jurkat NFkB inh -7, Mdm2-MdmX inh -10, 697 NFkB inh -7, Gli-Sufu block 1, CXCR6 inh -13, UPR XBP1 act 2 and CCR6 antag -4.
`CCC(=O)Nc1sc(C(=O)N2CCCCC2)c(C)c1C#N` gave EBI2 block -3, UPR CHOP act -0.1, Jurkat NFkB inh -18, Mdm2-MdmX inh 14, 697 NFkB inh 15, Gli-Sufu block 3, CXCR6 inh 0, UPR XBP1 act 1 and CCR6 antag 5.
Screening C/C(=N\NC(=O)c1ccc([N+](=O)[O-])cc1)c1cc2ccccc2oc1=O returned EBI2 block 29, UPR CHOP act 0.9, Jurkat NFkB inh 5, Mdm2-MdmX inh 10, 697 NFkB inh -54, Gli-Sufu block 1, CXCR6 inh 4, UPR XBP1 act 1 and CCR6 antag 13.
Screening CCCN(Cc1nnc(-c2cccs2)o1)C(=O)c1cccc(S(=O)(=O)N2CCOCC2)c1 returned EBI2 block -9, UPR CHOP act 0.9, Jurkat NFkB inh -4, Mdm2-MdmX inh -23, 697 NFkB inh 4, Gli-Sufu block 8, CXCR6 inh 4, UPR XBP1 act -1 and CCR6 antag 3.
Screening COC(CNC(=O)C1CCN(S(=O)(=O)c2ccc3nc4c(c(C(=O)O)c3c2)CC(C)CC4)CC1)OC (stereo unspecified) returned EBI2 block 16, UPR CHOP act 1.6, Jurkat NFkB inh 4, Mdm2-MdmX inh 5, 697 NFkB inh 0, Gli-Sufu block 1, CXCR6 inh -1, UPR XBP1 act 0 and CCR6 antag 9.
CC(C)Cn1c(=S)[nH]c2cc(C(=O)O)ccc2c1=O was read as EBI2 block -1, UPR CHOP act -0.1, Jurkat NFkB inh -1, Mdm2-MdmX inh 15, 697 NFkB inh 10, Gli-Sufu block -5, CXCR6 inh 10, UPR XBP1 act 2 and CCR6 antag -4.
`COc1cc(S(=O)(=O)NCCN2CCOCC2)c(OC)cc1Cl` gave EBI2 block -3, UPR CHOP act -0.2, Jurkat NFkB inh -3, Mdm2-MdmX inh 7, 697 NFkB inh 27, Gli-Sufu block 8, CXCR6 inh 11, UPR XBP1 act 1 and CCR6 antag 12.
CCc1ccc2nc(SCC(=O)Nc3nnc(C)s3)c(C)cc2c1 was read as EBI2 block 6, UPR CHOP act -1.2, Jurkat NFkB inh 3, Mdm2-MdmX inh 48, 697 NFkB inh 11, Gli-Sufu block 3, CXCR6 inh -4, UPR XBP1 act -3 and CCR6 antag 8.
`O=C(c1cccc(Oc2ccc([N+](=O)[O-])cc2Cl)c1)N1CCOCC1` gave EBI2 block -3, UPR CHOP act 1.7, Jurkat NFkB inh 10, Mdm2-MdmX inh 26, 697 NFkB inh -2, Gli-Sufu block 2, CXCR6 inh -12, UPR XBP1 act -3 and CCR6 antag 2.
O=C(CN(Cc1ccccc1)S(=O)(=O)c1ccccc1)N1CCOCC1 was read as EBI2 block -8, UPR CHOP act 1.8, Jurkat NFkB inh 11, Mdm2-MdmX inh -13, 697 NFkB inh 14, Gli-Sufu block 4, CXCR6 inh 2, UPR XBP1 act 1 and CCR6 antag 8.
COc1cccc(C2NC(=O)NC(C)=C2C(=O)OCC2CCCCC2)c1 (stereo unspecified) was read as EBI2 block -7, UPR CHOP act 2.0, Jurkat NFkB inh -3, Mdm2-MdmX inh -8, 697 NFkB inh -81, Gli-Sufu block 3, CXCR6 inh -2, UPR XBP1 act 0 and CCR6 antag -8.
Screening CCC(C)(C)n1nnnc1C(c1ccc2ncccc2c1)N1CCN(Cc2ccc3c(c2)OCO3)CC1 (stereo unspecified) returned EBI2 block -3, UPR CHOP act -1.0, Jurkat NFkB inh 6, Mdm2-MdmX inh 10, 697 NFkB inh -12, Gli-Sufu block -5, CXCR6 inh 0, UPR XBP1 act -2 and CCR6 antag 20.
`CCc1c(Nc2ccccc2C)nc(N)[nH]c1=O` gave EBI2 block -2, Gli-Sufu block 5, CXCR6 inh 1 and CCR6 antag 12.
`Cc1ccc(N(CC(=O)NCc2cccnc2)S(C)(=O)=O)cc1C` gave EBI2 block -5, UPR CHOP act 0.5, Jurkat NFkB inh 4, Mdm2-MdmX inh -1, 697 NFkB inh -5, Gli-Sufu block -7, CXCR6 inh 1, UPR XBP1 act -1 and CCR6 antag 16.
`Cn1c(N/N=C\c2cccc(O)c2)cc(=O)n(C)c1=O` gave EBI2 block -6, UPR CHOP act 2.3, Jurkat NFkB inh 9, Mdm2-MdmX inh -26, 697 NFkB inh 19, Gli-Sufu block -11, CXCR6 inh 2, UPR XBP1 act -4 and CCR6 antag 18.
CC(C)=CCC/C(C)=C/CNC(=O)C[C@H]1C[C@H](C(=O)N2CCCCC2)[C@@]2(C)c3[nH]c4ccc(Cl)cc4c3CCN2C1=O was read as EBI2 block 7, UPR CHOP act 1.3, Mdm2-MdmX inh 8, 697 NFkB inh 11, Gli-Sufu block 3, CXCR6 inh 14, UPR XBP1 act 6 and CCR6 antag 20.
`O=C(NC(Cc1c[nH]c2ccccc12)C(=O)OCC(=O)c1cccc2ccccc12)c1cccs1` (stereo unspecified) gave EBI2 block -5, UPR CHOP act -1.5, Jurkat NFkB inh 2, Mdm2-MdmX inh 7, 697 NFkB inh 12, Gli-Sufu block -5, CXCR6 inh -5, UPR XBP1 act -2 and CCR6 antag 18.
For Cc1ccc(NC(=O)Nc2ccc3c(c2)C(=O)OC3)cc1Cl the results were EBI2 block 6, UPR CHOP act 6.0, Jurkat NFkB inh -19, Mdm2-MdmX inh 0, 697 NFkB inh -5, Gli-Sufu block -14, CXCR6 inh 2, UPR XBP1 act 1 and CCR6 antag 3.
CC(C)(C)C(=O)Nc1ccccc1C(=O)NCc1cccnc1 was read as EBI2 block -11, UPR CHOP act 0.6, Jurkat NFkB inh -17, Mdm2-MdmX inh -7, 697 NFkB inh 10, Gli-Sufu block 1, CXCR6 inh -1, UPR XBP1 act -4 and CCR6 antag 1.

Source: PubChem BioAssay
